# From PubChem
# SMARCA2 activ = activators of SMARCA2 function; activation, % at 9.1 µM; hit rate 1% among 370,000; MG213 cells, MMTV-luciferase reporter, dexamethasone, overnight; in the data active = activation above about 7.8%;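 note: 0% = vehicle wells and 100% = reference activator wells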
# ssDAF12 agonist = S. stercoralis DAF-12 activation, primary screen; hit rate 1% among 370,000; AID 652126; HEK293 ssDAF-12/GRIP1 lit1-tk-luc reporter, luminescence; % of 3 µM dafachronic acid response; activation, % at 6.8 µM;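 active = activation above the mean over all tested compounds plus 3 SD, cut at about 0.9% in these data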;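 note: 0% = DMSO-only wells and 100% = 3 µM delta7-dafachronic acid wells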
# HGIII-sPLA2 inh = Blocks human group III sPLA2 activity | Q9NZ20 | QFRET BODIPY PC-A2 liposome hydrolysis, fluorescence | inhibition, % at 12.2 µM | hit rate 0.56% among 370,000 | AID 743126;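 active = inhibition above mean plus 3 SD of compounds lying within the high and low control bounds, cut at about 19% in these data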;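 note: 0% = median of test compound wells and 100% = no enzyme DMSO wells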
# hcDAF12 agonist = H. contortus DAF-12 activation, primary screen; AID 652067; activation, % at 6.8 µM; hit rate 1.4% among 370,000; HEK293 hcDAF-12 lit1-tk-luc reporter, luminescence; 0% DMSO, 100% Δ7-dafachronic acid;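 active = activation above the mean of all tested compounds plus 3 SD, cut at about 5.5% in these data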;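 note: 100% = response to 3 µM Δ7-dafachronic acid high control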
# GAA850 FXN act = frataxin GAA850 promoter activation | HEK293 lucGAA850 FXN promoter luciferase reporter, 24 h; percent of 10 µM SAHA response | activation, % at 6 µM | hit rate 0.56% among 360,000;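 active = activation above the average of all compounds screened plus 3 SD, cutoff fixed separately per campaign, cut at about 7.5% in these data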;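 note: 0% = DMSO wells and 100% = 10 µM SAHA wells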
# GC-B act = GC-B (human) receptor activation. P20594. HEK293-GC-B cells, CNP EC30, cGMP TR-FRET; 0% at EC30 CNP, 100% saturating CNP. activation, % at 10 µM. hit rate 0.11% among 370,000. AID 1920062;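 active = activation at 10 µM reaching about 35% in either raw or pattern-adjusted values, limit read from the data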
# DAX1 inh-1 = inhibitors of human orphan nuclear receptor DAX1 (NR0B1). P51843. HEK293 Gal4-DAX1 luciferase reporter, luminescence. hit rate 0.99% among 340,000. AID 504766. inhibition, % at 6.75 µM;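 active = inhibition above the mean over all tested compounds plus 3 SD, cut at about 4.2% in these data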;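 note: 0% = DAX1-transfected cells with DMSO and 100% = empty-vector control cells with DMSO; inhibition shows as a rise in luminescence from relieved DAX1 repression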
# hgDAF12 agonist = activates the H. glycines DAF-12 receptor ligand-binding domain; HEK293 GAL4-hgDAF12 UAS-luciferase reporter, agonist luminescence; normalized to butyrate control; hit rate 1.8% among 370,000; activation, % at 6.8 µM;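 active = activation above a cutoff set at the mean of all screened compounds plus 3 SD, cut at about 10% in these data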;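 note: 0% = DMSO wells and 100% = sodium butyrate wells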
# ADAM10 inh = inhibitors of human ADAM10; recombinant ADAM10, EDANS/DABCYL FRET peptide cleavage, 3 h; O14672; AID 720582; inhibition, % at 7 µM; hit rate 0.62% among 370,000;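 active = inhibition above a per-campaign cutoff equal to the mean of compounds falling between control-based bounds plus 3 SD, cut at about 20% in these data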;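 note: 0% = DMSO wells while the 100% control is not disclosed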
# DAX1 inh-2 = blocks DAX1 repression of SF-1 activated StAR promoter. HEK293T StAR-luciferase reporter, SF-1/DAX-1 repression relief. inhibition, % at 6.8 µM. hit rate 1.1% among 370,000. AID 652010;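 active = inhibition above the mean over all tested compounds plus 3 SD, cut at about 3.6% in these data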;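 note: 0% = DAX-1 cells with DMSO and 100% = cells lacking DAX-1 with DMSO; higher inhibition means more luminescence from relief of DAX-1 repression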
# GC-A act = GC-A (human) enzyme activation; hit rate 0.14% among 370,000; P16066; activation, % at 10 µM; HEK293 GC-A cells, cGMP TR-FRET, EC30 ANP; 0% at EC30 ANP, 100% saturating ANP; in the data active = activation above about 40%
# Target sequence (P16066 whole entry, looked up): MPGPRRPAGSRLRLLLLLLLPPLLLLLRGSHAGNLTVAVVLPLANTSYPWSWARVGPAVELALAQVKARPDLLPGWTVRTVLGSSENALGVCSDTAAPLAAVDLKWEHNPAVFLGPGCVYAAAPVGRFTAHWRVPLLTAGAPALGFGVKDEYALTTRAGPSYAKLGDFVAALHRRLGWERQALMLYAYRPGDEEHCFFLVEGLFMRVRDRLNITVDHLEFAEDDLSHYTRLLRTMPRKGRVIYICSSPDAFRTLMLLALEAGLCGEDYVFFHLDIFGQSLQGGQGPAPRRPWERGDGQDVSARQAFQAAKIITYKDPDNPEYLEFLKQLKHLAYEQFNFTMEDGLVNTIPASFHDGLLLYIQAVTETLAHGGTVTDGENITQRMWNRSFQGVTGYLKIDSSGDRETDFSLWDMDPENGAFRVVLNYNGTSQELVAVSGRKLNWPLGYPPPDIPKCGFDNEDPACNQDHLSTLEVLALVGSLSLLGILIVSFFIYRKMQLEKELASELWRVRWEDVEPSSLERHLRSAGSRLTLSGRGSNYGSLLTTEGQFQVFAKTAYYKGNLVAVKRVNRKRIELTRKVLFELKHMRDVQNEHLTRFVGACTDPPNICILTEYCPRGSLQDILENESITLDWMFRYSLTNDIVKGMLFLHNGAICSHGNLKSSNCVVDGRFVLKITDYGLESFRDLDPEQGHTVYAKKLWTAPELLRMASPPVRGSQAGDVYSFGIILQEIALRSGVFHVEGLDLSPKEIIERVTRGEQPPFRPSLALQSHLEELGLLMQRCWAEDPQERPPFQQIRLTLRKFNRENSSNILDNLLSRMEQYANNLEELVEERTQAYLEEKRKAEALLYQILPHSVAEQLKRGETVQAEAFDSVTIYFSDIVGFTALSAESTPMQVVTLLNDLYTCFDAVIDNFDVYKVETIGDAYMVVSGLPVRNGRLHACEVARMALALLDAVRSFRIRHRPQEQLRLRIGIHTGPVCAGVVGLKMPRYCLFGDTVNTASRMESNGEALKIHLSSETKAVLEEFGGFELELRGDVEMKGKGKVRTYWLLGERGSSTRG
# Starred values were filed as active, the others as inactive; . = not tested or not shown.
SMILES,SMARCA2 activ,ssDAF12 agonist,HGIII-sPLA2 inh,hcDAF12 agonist,GAA850 FXN act,GC-B act,DAX1 inh-1,hgDAF12 agonist,ADAM10 inh,DAX1 inh-2,GC-A act
O=C1CC2(CCCC2)Oc2ccc(F)cc21,-0.5,-0.9,-2.0,-2.5,-1.7,-2.6,0.2,1.7,-1.7,0.3,-0.2
O=C(NCc1ccc(Cl)cc1)c1ccc(COCC(F)(F)F)o1,-1.3,-1.5,0.4,-1.4,-1.6,5.4,-1.3,-2.0,7.4,-0.5,-0.7
CC(CNC(=O)Cn1ccc(NC(=O)OCc2ccccc2)nc1=O)c1ccccc1 (stereo unspecified),0.1,-1.4,-1.4,-1.1,-0.3,2.1,0.2,-0.2,2.4,-0.5,1.6
COc1cccc(C2/C(=C(/O)c3ccc(F)cc3)C(=O)C(=O)N2CCN(C)C)c1 (stereo unspecified),-1.3,-2.0,3.9,-0.1,0.8,1.0,0.4,1.9,-5.7,0.3,-1.3
COc1cccc(-c2nn3c(-c4cc(C)[nH]n4)nnc3s2)c1,-2.5,-1.5,0.4,-1.8,2.7,-0.8,2.1,0.7,0.1,-0.3,1.5
COc1cc(CNC(C)(C)CO)ccc1OCC(=O)Nc1ccc(Br)cc1,-3.2,0.1,2.4,0.4,0.4,2.7,1.3,0.6,-3.0,-0.4,-3.5
Cc1ccc(C(=O)Nc2ccc(S(=O)(=O)N3CCOCC3)cc2)cc1Br,-5.6,-1.5,14.3,-1.6,0.5,-4.3,.,0.3,-3.5,0.0,1.5
CN(C)c1ccc(/C=C2\SC(N3CCCCC3)=NC2=O)cc1,0.2,-1.6,-3.5,-0.1,-5.0,-16.2,4.6*,-1.8,6.6,-1.0,-16.9
CCN(CC(=O)NCc1ccc(Cl)cc1)C(=O)c1cc(S(=O)(=O)N2CCOCC2)ccc1C,-2.0,-1.3,10.2,-2.0,-0.9,4.5,1.5,-1.2,-12.7,-0.6,1.5
CCOc1cc(/C=C(/C#N)c2nc3ccccc3[nH]2)ccc1Oc1ccc([N+](=O)[O-])cn1,2.1,-0.7,-3.1,5.8*,-1.6,11.5,0.0,5.0,-21.4,-0.6,6.6
CC(C)CCC1(CCNC(C)c2cccs2)CCOC(C)(C)C1 (stereo unspecified),-3.9,-2.0,10.1,-1.6,-4.0,-17.8,1.4,-2.4,-0.5,0.0,-14.4
NC(=O)c1nc[nH]c1C(=O)Nc1cccc(NC(=O)c2cccc(C(F)(F)F)c2)c1,0.6,-0.9,3.5,-0.8,-0.4,-6.9,-1.2,2.1,2.0,-0.2,-3.8
Cc1cccc(C)c1OCC(=O)Nn1c(=O)[nH]c2ccccc2c1=O,-1.3,-0.8,1.5,1.2,-0.9,-1.0,-0.6,-1.3,-27.2,-0.3,-36.5
O=C(COc1coc(CN2CCc3ccccc32)cc1=O)NCCc1ccccc1,0.4,-1.1,-10.4,1.7,-0.2,-0.4,-2.6,2.4,1.3,1.0,-1.8
O=C(NC1CCCCC1)C12CC3CC(CC(Cl)(C3)C1)C2,-1.9,-0.2,6.9,-2.4,0.0,3.6,-0.5,0.7,-6.2,-0.4,-2.7
Cc1cccc(OCCCC(=O)NNC(=O)c2ccncc2)c1,-1.8,-1.4,-2.0,1.6,-1.1,4.7,-0.3,3.2,0.5,1.1,3.0
Cc1ccc(S(=O)(=O)N2CC(C)N(C(=O)N3CCOCC3)C2)cc1 (stereo unspecified),-3.3,-1.2,7.0,-0.3,2.4,0.1,-0.3,1.7,4.4,-0.1,-4.3
COc1ccc(-n2ncc3c(SCC(=O)OC(C)C)ncnc32)cc1,-1.1,-1.0,4.7,-0.1,-0.5,-3.2,-0.2,-1.5,-4.3,-0.2,2.9
Cc1cc(NC(=O)CSc2nc3c(cnn3-c3cccc(Cl)c3)c(=O)[nH]2)no1,1.4,-1.1,-4.7,-0.9,-1.3,-4.5,0.1,2.7,-10.2,0.2,-4.6
COC(=O)Cc1ccc(NC(=S)NNC(=O)c2ccccc2Br)cc1,-3.4,-1.9,13.4,-1.4,2.8,-0.6,-0.7,-0.6,8.5,0.4,-0.2
O=C(OCC(=O)N1CCC(Cc2ccccc2)CC1)c1ccccc1,-0.9,-1.8,-2.0,-2.0,1.7,3.4,1.5,0.9,-10.0,-1.0,1.1
O=C(NC(=S)Nc1ccc(Br)cn1)c1cccs1,6.9,2.0*,4.1,12.9*,4.6,-0.2,6.1*,14.4*,1.5,2.7,6.9
CCCCCCCCNC(=O)C1CSCCS(=O)(=O)N1Cc1ccc(F)cc1 (stereo unspecified),-3.7,-1.2,4.5,0.6,.,1.2,.,-1.2,-0.6,-0.2,-4.5
CCc1ccc2c(c1)cc(CN(C(=S)Nc1ccccc1)C1CC1)c1nnnn12,-2.5,-1.2,5.0,-1.1,-1.4,-4.3,0.9,0.6,4.6,0.6,-0.3
Cc1noc(C)c1C(=O)NCCc1ccccc1,9.7*,-1.1,-2.3,-0.3,0.8,3.7,-0.2,-1.1,1.3,0.0,1.6

# Exported field by field: part of the list above
O=C(NC1CCCCC1)C12CC3CC(CC(Cl)(C3)C1)C2
  SMARCA2 activ = -1.9
  ssDAF12 agonist = -0.2
  HGIII-sPLA2 inh = 6.9
  hcDAF12 agonist = -2.4
  GAA850 FXN act = 0.0
  GC-B act = 3.6
  DAX1 inh-1 = -0.5
  hgDAF12 agonist = 0.7
  ADAM10 inh = -6.2
  DAX1 inh-2 = -0.4
  GC-A act = -2.7

O=C1CC2(CCCC2)Oc2ccc(F)cc21
  SMARCA2 activ = -0.5
  ssDAF12 agonist = -0.9
  HGIII-sPLA2 inh = -2.0
  hcDAF12 agonist = -2.5
  GAA850 FXN act = -1.7
  GC-B act = -2.6
  DAX1 inh-1 = 0.2
  hgDAF12 agonist = 1.7
  ADAM10 inh = -1.7
  DAX1 inh-2 = 0.3
  GC-A act = -0.2

O=C(NCc1ccc(Cl)cc1)c1ccc(COCC(F)(F)F)o1
  SMARCA2 activ = -1.3
  ssDAF12 agonist = -1.5
  HGIII-sPLA2 inh = 0.4
  hcDAF12 agonist = -1.4
  GAA850 FXN act = -1.6
  GC-B act = 5.4
  DAX1 inh-1 = -1.3
  hgDAF12 agonist = -2.0
  ADAM10 inh = 7.4
  DAX1 inh-2 = -0.5
  GC-A act = -0.7

O=C(OCC(=O)N1CCC(Cc2ccccc2)CC1)c1ccccc1
  SMARCA2 activ = -0.9
  ssDAF12 agonist = -1.8
  HGIII-sPLA2 inh = -2.0
  hcDAF12 agonist = -2.0
  GAA850 FXN act = 1.7
  GC-B act = 3.4
  DAX1 inh-1 = 1.5
  hgDAF12 agonist = 0.9
  ADAM10 inh = -10.0
  DAX1 inh-2 = -1.0
  GC-A act = 1.1

# (cont.)
SMILES,SMARCA2 activ,ssDAF12 agonist,HGIII-sPLA2 inh,hcDAF12 agonist,GAA850 FXN act,GC-B act,DAX1 inh-1,hgDAF12 agonist,ADAM10 inh,DAX1 inh-2,GC-A act
Cc1ccc(S(=O)(=O)CC2CSc3nc(N)cc(=O)n32)cc1 (stereo unspecified),0.2,-1.4,7.8,0.3,-1.7,0.9,-0.3,0.6,0.1,-0.4,-5.9
Clc1cccc(/C=N/N2CCN(Cc3ccccc3)CC2)c1,-0.7,-0.7,10.5,-1.1,2.3,-2.5,0.1,4.1,1.7,-0.1,3.9
Cc1cc(C)cc(C(=O)OCCN(C)C2CN(Cc3cn(Cc4ccccc4C(F)(F)F)nn3)S(=O)(=O)C2)c1 (stereo unspecified),0.3,-1.7,-11.8,-2.8,.,-1.1,.,0.5,2.6,-2.3,-3.0
Cc1ccc(C)c(C(O)c2ncc(-c3ccc4ccccc4c3)[nH]2)c1 (stereo unspecified),-2.6,-1.1,-5.6,-2.9,2.0,-1.6,.,2.2,-21.2,1.5,-0.7
COc1cccc(CC(NC(C)=O)C(=O)NC2CCN(C(=O)Nc3ccc(C)cc3)CC2)c1 (stereo unspecified),-1.2,-0.6,1.7,-1.1,2.0,-1.4,2.4,2.2,-0.8,-0.3,0.1
O=C(CCc1ccccc1)Nc1nnc(-c2ccc3c(c2)OCCO3)o1,-1.8,-1.2,-5.4,1.3,3.7,-0.2,0.4,1.2,-2.1,0.6,-1.9
COC(=O)[C@]1(C)N[C@H](CN(C)C(=O)c2ccc(C)cc2)[C@@H]2C(=O)N(C)C(=O)[C@@H]21,-1.6,-0.9,4.5,-1.0,0.7,3.6,-0.5,3.8,-6.9,-0.2,0.7
CCCCCC(=O)N1CCCC1,0.8,-0.8,-1.1,0.5,-0.4,-1.5,0.3,-0.7,1.3,0.0,-2.7
CC(=O)c1cccc(OCc2cc(C(=O)N3C[C@@H](C)O[C@@H](C)C3)no2)c1,4.3,-0.8,-0.6,0.3,2.8,2.6,2.1,7.8,-7.6,4.2*,0.0
O=C(NCCc1ccccc1)OCc1cn(Cc2ccc(F)cc2)nn1,-1.5,-0.3,0.1,-0.8,.,7.0,.,-0.2,-3.8,0.8,-1.3
O=c1cc(C=NNc2ccccc2)[nH]c(=O)[nH]1,4.3,-0.4,-0.4,0.3,2.2,-3.4,4.9*,-1.7,0.4,0.1,-8.8
O=C(COC(=O)Cc1ccccc1F)Nc1ccccc1[N+](=O)[O-],-1.6,-0.7,6.5,0.4,0.7,2.9,-0.4,-3.3,-0.1,-0.4,-0.4
CN1CCN(c2ccc(S(=O)(=O)N3CCCCC3)cc2NC(=O)c2cccc([N+](=O)[O-])c2)CC1,1.1,-1.9,-20.2,-0.5,0.0,-1.4,2.4,-3.9,0.7,0.3,-1.5
CCN(c1ccccc1)S(=O)(=O)c1ccc(C(=O)NCC(c2cccs2)N(C)C)cc1 (stereo unspecified),2.9,-1.5,-5.8,-0.8,-2.7,-5.5,-1.5,-3.3,14.9,-0.2,3.9
O=S1(=O)CC(N2CCN(CCO)CC2)CN1Cc1cn(Cc2ccccc2C(F)(F)F)nn1 (stereo unspecified),-4.1,-0.6,6.6,0.0,.,3.1,.,-1.1,-5.9,-0.9,1.7
O=C(C[C@H]1C(=O)N(c2ccc(F)c(F)c2)C[C@@H]1Cc1ccccc1)Nc1ccccc1,0.0,-0.1,-14.1,3.3,-2.8,-2.6,-0.1,4.2,23.2*,-1.0,-4.7
CC(=O)Nc1ccc2nc(NC(=O)c3ccc([N+](=O)[O-])o3)sc2c1,-2.3,-0.7,5.8,0.2,2.3,3.8,-2.5,1.4,5.9,-1.3,-3.8
C[C@H]1NC(=O)[C@]2(C)[C@@H](c3ccccc3)[C@H]3COc4ccccc4[C@@H]3N2C1=O,-2.1,-0.8,10.5,-0.3,1.2,-7.8,-0.8,0.8,-8.0,-1.2,-3.0
COc1ccccc1N1CCN(S(=O)(=O)CCNC(=O)c2cc(OC)c(OC)c(OC)c2)CC1,-0.7,-1.9,-0.7,-2.0,-5.9,-9.9,-0.9,1.0,-1.1,-2.5,-2.5
